CR mimetic SO: lowers age-related superoxide in aged yeast cells. S. cerevisiae aged cells, superoxide DHE fluorescence; hits give low values. superoxide response (% of plate mean), % at 10 µM. 330,000 tested, 0.18% active. AID 2690;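 active means superoxide response under a set limit, about three screen SD below normal, cut at about 65% in these data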;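 further: yeast aged for seven days with compound at 30 °C before DHE staining; 100% = average MFI of all compound-treated wells on the plate with controls excluded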
Fam108B inh: blocks mouse Fam108B hydrolase in RBBP9 counter-screen; recombinant Fam108B, FP-Rh probe fluorescence polarization; inhibition, % at 9.51 µM; 300,000 tested, 0.33% active; AID 1947;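 active means inhibition above the screen mean inhibition plus 3 SD, computed separately per campaign, cut at about 18% in these data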;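 further: inhibitors lower polarization as less probe binds the enzyme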
EBNA-1 inhibitor: blocks EBNA-1 binding to DNA | inhibition, % at 14.8 µM | 300,000 tested, 0.34% active | EBNA-1 DNA binding, fluorescence polarization | AID 1950; in the data active means inhibition above about 28%
MEX-5 binding: C. elegans MEX-5 TCR-2 RNA binding activity. activity score (negative = inhibition of binding), % at 10 µM. MEX-5/FITC-TCR2 RNA binding, fluorescence polarization; hits give low values. 300,000 tested, 0.38% active. AID 1832. Q9XUB2;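 active means inhibition past about -25% in most replicates, and total fluorescence under double the plate's negative control median, limit read from the data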;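 further: 0% = DMSO and -100% = 5 µM competing unlabeled TCR2 RNA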
Target sequence (Q9XUB2 whole entry, looked up): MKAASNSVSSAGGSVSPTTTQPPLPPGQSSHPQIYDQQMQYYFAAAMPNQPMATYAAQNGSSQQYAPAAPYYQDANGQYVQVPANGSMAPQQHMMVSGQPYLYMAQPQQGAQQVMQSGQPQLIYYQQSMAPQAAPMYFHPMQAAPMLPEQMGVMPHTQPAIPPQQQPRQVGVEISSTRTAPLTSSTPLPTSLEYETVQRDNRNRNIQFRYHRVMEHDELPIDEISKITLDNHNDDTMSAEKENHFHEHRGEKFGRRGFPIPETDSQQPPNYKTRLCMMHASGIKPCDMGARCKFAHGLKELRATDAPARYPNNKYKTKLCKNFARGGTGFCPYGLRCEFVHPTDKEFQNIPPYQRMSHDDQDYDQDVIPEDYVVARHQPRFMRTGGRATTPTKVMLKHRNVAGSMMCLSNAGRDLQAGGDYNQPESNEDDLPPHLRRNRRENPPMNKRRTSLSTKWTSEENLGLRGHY
MCL1-BIM inh: MCL1-BIM-BH3 interaction inhibition (human). GST-MCL1 / FITC-Bim-BH3 fluorescence polarization. inhibition, % at 10.9 µM. 320,000 tested, 0.68% active;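 active means inhibition above the mean inhibition of all tested compounds plus 3 SD, set per campaign, cut at about 40% in these data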;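 further: 0% = DMSO wells and 100% = unlabeled Bim-BH3 peptide control; higher means more loss of mP so more displacement of Bim peptide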
Efflux pump inh: inhibitors of Candida antifungal efflux pumps expressed in yeast. 330,000 tested, 0.44% active. inhibition, % at 10 µM. AID 485275. S. cerevisiae Candida pump triplex, Nile Red efflux;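 active means plate passing quality check with inhibition over a set limit, or well fluorescence over plate mean plus 4 SD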;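 further: Nile Red retained in pooled yeast measured as flow cytometry median fluorescence; 0% = buffer negative control and 100% = Enniatin B positive control; higher means more Nile Red kept so more efflux inhibition; some compounds called inactive have numbers as strong as hits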
GLD-1 RNA inh: GLD-1-TGE RNA interaction inhibition (C. elegans); 320,000 tested, 0.44% active; inhibition, % at 5.96 µM; purified GLD-1 + fluorescein TGE RNA, fluorescence polarization;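 active means percent inhibition above a per-plate cutoff, the plate mean of test compounds plus 3 SD, cut at about 30% in these data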;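 further: 0% = DMSO wells with GLD-1 and probe and 100% = wells lacking GLD-1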
ZTA counter: blocks Epstein-Barr virus ZTA, an EBNA-1 counter-screen | P03206 | ZTA-DNA binding, fluorescence polarization | inhibition, % at 11 µM | 320,000 tested, 0.15% active | AID 2234; in the data active means inhibition above about 33%
Target sequence (P03206 whole entry, looked up): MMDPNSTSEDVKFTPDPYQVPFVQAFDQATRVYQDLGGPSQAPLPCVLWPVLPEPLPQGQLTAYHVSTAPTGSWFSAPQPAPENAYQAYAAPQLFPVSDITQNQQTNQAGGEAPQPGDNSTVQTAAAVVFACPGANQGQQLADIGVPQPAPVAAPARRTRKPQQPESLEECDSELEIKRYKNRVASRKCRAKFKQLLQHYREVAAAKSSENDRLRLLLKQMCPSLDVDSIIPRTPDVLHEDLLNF
Bcl-xL primary: Bcl-xL (human) inhibition | AID 2129 | Q07817 | GST-Bcl-xL / FITC-Bim BH3 peptide fluorescence polarization | 320,000 tested, 0.7% active | inhibition, % at 10.9 µM;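 active means inhibition above the mean of all tested compounds plus 3 SD, cutoff set per campaign, cut at about 30% in these data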;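 further: 0% = DMSO wells and 100% = unlabeled Bim-BH3 peptide competitor; inhibitors lower millipolarization by displacing the labeled peptide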
Target sequence (Q07817 whole entry, looked up): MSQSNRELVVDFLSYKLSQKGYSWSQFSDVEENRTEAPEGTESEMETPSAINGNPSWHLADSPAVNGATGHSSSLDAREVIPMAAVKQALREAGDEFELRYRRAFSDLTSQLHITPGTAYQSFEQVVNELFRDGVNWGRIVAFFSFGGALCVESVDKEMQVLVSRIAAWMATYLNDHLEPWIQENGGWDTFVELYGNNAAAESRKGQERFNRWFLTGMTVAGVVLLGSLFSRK
Numbers without * were called inactive; · = not tested or not shown.

(1) CN(C)S(=O)(=O)c1ccc(C(=O)OCCn2cnc3c2c(=O)n(C)c(=O)n3C)cc1
(2) COc1ccccc1N1CCN(S(=O)(=O)c2ccccc2)CC1
(3) N#C/C(=C/c1cn[nH]c1-c1cccc(Br)c1)C(=O)O
(4) O=C(CCNC(=O)Cn1ccc2ccccc2c1=O)NCCc1ccccc1Cl
(5) COc1ccccc1C1NC(=O)CS1 (configuration not stated)
(6) COc1cc2c(cc1OC)C(C)N(C(=O)CCN1C(=O)C3C4C=CC(C4)C3C1=O)CC2 (configuration not stated)
(7) O=C(Nc1nnc(C2CC2)s1)C1CCCO1 (configuration not stated)
(8) COc1ccc(-c2nc3cc([N+](=O)[O-])ccc3o2)cc1

Compound	1	2	3	4	5	6	7	8
CR mimetic SO	100	114	106	90	101	89	107	101
Fam108B inh	3	2	-2	8	0	5	5	-8
EBNA-1 inhibitor	6	9	11	2	-5	-14	8	-2
MEX-5 binding	·	-4.8	-0.1	-1.1	-2.2	·	1.5	-9.5
MCL1-BIM inh	3	0	7	-1	5	4	-3	-2
Efflux pump inh	0.1	-0.1	-0.2	-0.1	0.0	-0.1	0.1	0.0
GLD-1 RNA inh	4	-3	6	-1	-8	6	2	0
ZTA counter	26	4	9	-3	5	-14	-3	-5
Bcl-xL primary	6	1	6	-1	-4	9	-2	1

(9) CCN(CC)c1c([N+](=O)[O-])ncn1C
(10) CCOC(=O)N1CCC(N2CC34C=CC(O3)C(C(=O)Nc3ccc(F)cc3)C4C2=O)CC1 (configuration not stated)
(11) CC12CCC(C(=O)NCCCN3CCOCC3)(OC1=O)C2(C)C (configuration not stated)
(12) CC(C)(C)SCCNS(=O)(=O)c1ccc(Cl)cc1
(13) CC(C)c1ccc(NS(=O)(=O)c2ccc3c(c2)NC(=O)CO3)cc1
(14) COc1ccc(/C=C2\SC(=S)N(CC(=O)N(C)C3CCS(=O)(=O)C3)C2=O)cc1 (configuration not stated)
(15) CCN(CC)c1ccc(/C=N/N2CCN(Cc3ccccc3)CC2)c(O)c1
(16) COc1ccc(CC(=O)N(c2ccccc2)c2nc(C)cs2)cc1

Compound	9	10	11	12	13	14	15	16
CR mimetic SO	105	108	109	108	95	86	87	113
Fam108B inh	8	-1	-1	1	0	-1	3	-1
EBNA-1 inhibitor	-6	-5	-8	3	-8	-9	18	-1
MEX-5 binding	-1.1	1.4	0.4	-0.5	-1.2	-4.3	-1.9	3.5
MCL1-BIM inh	-3	3	-10	5	-6	-5	10	2
Efflux pump inh	0.1	-0.3	-0.1	0.0	0.1	0.1	-0.2	-0.1
GLD-1 RNA inh	-2	2	-5	-1	-2	-3	-4	0
ZTA counter	-1	-12	-13	8	-3	-14	13	-6
Bcl-xL primary	-3	9	1	6	-3	2	6	4

(17) COc1ccc(N2CC(C(=O)N/N=C/c3ccc([N+](=O)[O-])cc3)CC2=O)cc1 (configuration not stated)
(18) N#C/C(=C/c1ccc(OCc2ccccc2)cc1)C(=O)NC1CCCCC1
(19) O=C(Cn1nnc(-c2cccs2)n1)N1CCOCC1
(20) CCNc1ccc(C(=O)OCC(=O)Nc2cc(C)on2)cc1[N+](=O)[O-]
(21) Clc1cc(Br)ccc1OCCOCCOc1cccc2cccnc12
(22) COc1cc(C(=O)Nc2ccc(N3CCOCC3)cc2)ccc1OCc1c(C)noc1C
(23) COc1ccc(C(=O)N2CCC(C(=O)NC3CC3)CC2)cc1
(24) O=C(OC1Cn2c(=O)ccc(=O)n2C1)c1ccc([N+](=O)[O-])cc1

Compound	17	18	19	20	21	22	23	24
CR mimetic SO	107	99	99	83	98	94	84	105
Fam108B inh	0	1	1	·	-6	2	-1	-3
EBNA-1 inhibitor	2	11	-3	·	2	7	-16	12
MEX-5 binding	2.1	-0.9	-1.2	·	2.5	-1.0	1.3	·
MCL1-BIM inh	7	0	3	-14	2	10	6	-2
Efflux pump inh	0.2	0.5	0.0	-0.2	0.0	0.0	-0.1	-0.4
GLD-1 RNA inh	2	0	3	-5	10	2	3	2
ZTA counter	-11	1	-10	-3	9	9	-8	9
Bcl-xL primary	1	-1	6	-6	1	8	5	9

(25) CCn1cc(C(=O)N2CC(C)CC(C)C2)c(=O)c2cc(S(=O)(=O)N3CCCC3)ccc21 (configuration not stated)
(26) COCCNc1nc(-n2nc(C)cc2C)nc2sc3c(c12)CCCC3
(27) Clc1cc(Br)ccc1OCCCNCc1ccccc1
(28) Cn1c(C(=O)N2CCCC(Nc3ccc(F)cc3)C2)cc2ccccc21 (configuration not stated)
(29) O=C(c1cc(Br)c(Br)s1)N1CCN(c2ccccn2)CC1
(30) CCn1c(CSc2nc3ccccc3[nH]2)nc2cc(C(=O)O)ccc21
(31) CN1CCN(C(=O)c2cc3sccc3n2CC(=O)c2ccccc2)CC1
(32) CN(C(=O)C1CCN(S(=O)(=O)c2cccs2)CC1)C1CCCCC1

Compound	25	26	27	28	29	30	31	32
CR mimetic SO	99	120	122	136	89	93	106	93
Fam108B inh	2	9	-5	-3	3	12	0	0
EBNA-1 inhibitor	-5	3	-17	5	-6	19	4	3
MEX-5 binding	-0.3	5.7	0.0	2.2	2.7	·	1.1	-0.4
MCL1-BIM inh	1	8	8	9	0	27	10	-8
Efflux pump inh	0.1	0.0	0.3	0.0	1.0	-0.1	-0.1	0.1
GLD-1 RNA inh	8	1	4	8	-3	14	5	-1
ZTA counter	-7	4	-18	10	7	29	0	5
Bcl-xL primary	-1	2	1	6	3	27	7	-8

(33) CC(C(=O)O)n1nc2ccccc2n1 (configuration not stated)
(34) COc1ccc(NC(=O)Cc2ccc(Cl)cc2Cl)cn1
(35) O=C(CN1CCN(c2ccccc2F)CC1)NC(=O)NCc1ccco1
(36) CC(C)Cc1[nH]c(=O)c(C#N)c2c1COC(C)(C)C2
(37) CCOC(=O)N1CCN(C(=O)COC(=O)c2cccc(C)c2[N+](=O)[O-])CC1
(38) Nc1nc(SCC(=O)N2N=C3/C(=C/c4ccco4)CCCC3C2c2ccco2)n[nH]1 (configuration not stated)
(39) Cc1cc(C(=O)COC(=O)c2ccc(O)cc2O)c(C)n1C(C)C
(40) Cc1ccc(-c2csc(NC(=O)C3CSC4(C)CCC(=O)N34)n2)cc1 (configuration not stated)

Compound	33	34	35	36	37	38	39	40
CR mimetic SO	99	109	132	106	105	95	107	95
Fam108B inh	4	2	-4	2	·	5	·	-1
EBNA-1 inhibitor	3	-8	-13	-3	·	4	·	5
MEX-5 binding	0.2	-3.0	0.9	1.1	·	3.3	·	0.4
MCL1-BIM inh	1	7	12	7	8	-2	-7	6
Efflux pump inh	0.0	0.0	-0.1	-0.1	0.0	-0.1	0.1	0.0
GLD-1 RNA inh	7	15	3	6	1	-5	2	3
ZTA counter	1	-4	-5	-6	-14	8	-19	-10
Bcl-xL primary	0	7	0	6	3	3	0	3

(41) CCOC(=O)CSc1nnc(-c2ccccc2)o1
(42) CCOc1ccc(C(=O)Nc2ccccc2NC(C)=O)cc1OCC
(43) Cn1nc(C(=O)NCc2ccccc2)c2c1-c1ccccc1S(=O)(=O)C2
(44) CC(C)C(NC(=O)c1ccccc1Br)c1ccccc1 (configuration not stated)
(45) O=C(CN(Cc1ccco1)S(=O)(=O)c1ccccc1)N/N=C/c1cccc(O)c1
(46) Cc1ccc(C)c(OCCn2cc(/C=C(/C#N)C(=O)NCC3CCCO3)c3ccccc32)c1 (configuration not stated)
(47) CCCCNC(=O)CNC(=S)N(CCCN1CCOCC1)Cc1cccs1
(48) Fc1ccc(C(c2nnnn2Cc2cccs2)N2CCN(C3CCCC3)CC2)cc1 (configuration not stated)

Compound	41	42	43	44	45	46	47	48
CR mimetic SO	99	95	100	112	91	105	82	95
Fam108B inh	-2	0	5	-4	-7	-11	-2	0
EBNA-1 inhibitor	1	-7	0	-10	3	10	1	7
MEX-5 binding	1.4	1.4	-2.9	0.3	-2.8	-5.0	-0.9	0.1
MCL1-BIM inh	0	-1	0	1	4	-28	1	-2
Efflux pump inh	0.1	0.4	0.0	0.1	0.0	0.3	0.2	0.0
GLD-1 RNA inh	6	-7	-3	-1	8	-11	5	-1
ZTA counter	-8	-3	-2	-9	-20	18	-1	14
Bcl-xL primary	0	8	4	2	6	-16	4	3

9 structures already listed, arranged by SMILES length, largest number first:
(10) CCOC(=O)N1CCC(N2CC34C=CC(O3)C(C(=O)Nc3ccc(F)cc3)C4C2=O)CC1 (configuration not stated)
(1) CN(C)S(=O)(=O)c1ccc(C(=O)OCCn2cnc3c2c(=O)n(C)c(=O)n3C)cc1
(43) Cn1nc(C(=O)NCc2ccccc2)c2c1-c1ccccc1S(=O)(=O)C2
(32) CN(C(=O)C1CCN(S(=O)(=O)c2cccs2)CC1)C1CCCCC1
(8) COc1ccc(-c2nc3cc([N+](=O)[O-])ccc3o2)cc1
(3) N#C/C(=C/c1cn[nH]c1-c1cccc(Br)c1)C(=O)O
(29) O=C(c1cc(Br)c(Br)s1)N1CCN(c2ccccn2)CC1
(12) CC(C)(C)SCCNS(=O)(=O)c1ccc(Cl)cc1
(9) CCN(CC)c1c([N+](=O)[O-])ncn1C

Compound	10	1	43	32	8	3	29	12	9
CR mimetic SO	108	100	100	93	101	106	89	108	105
Fam108B inh	-1	3	5	0	-8	-2	3	1	8
EBNA-1 inhibitor	-5	6	0	3	-2	11	-6	3	-6
MEX-5 binding	1.4	·	-2.9	-0.4	-9.5	-0.1	2.7	-0.5	-1.1
MCL1-BIM inh	3	3	0	-8	-2	7	0	5	-3
Efflux pump inh	-0.3	0.1	0.0	0.1	0.0	-0.2	1.0	0.0	0.1
GLD-1 RNA inh	2	4	-3	-1	0	6	-3	-1	-2
ZTA counter	-12	26	-2	5	-5	9	7	8	-1
Bcl-xL primary	9	6	4	-8	1	6	3	6	-3

(listing goes on)
(49) O=C(COc1ccc(Br)cc1)Nc1ccccc1N1CCCC1
(50) O=C(O)c1cc(-c2ccccc2)nc2ccccc12
(51) O=C(NCCCN1CCCCC1)c1ccc2c(c1)NC(=O)c1ccccc1S2
(52) CC(=O)Nc1ccc(SCC(=O)Nc2cc(C(C)(C)C)nn2-c2ccccc2)cc1
(53) Cc1ccc(C(=O)N2CCCC(N3CCN(c4ccccc4C)CC3)C2)c(=O)[nH]1 (configuration not stated)
(54) CCN(CC)CCN(C(=O)CCS(=O)(=O)c1ccccc1)c1nc2cc3c(cc2s1)OCO3
(55) CCn1c(Oc2ccccc2)nc2c1c(=O)n(C)c(=O)n2C
(56) CC(Oc1ccccc1)C(=O)N1CCc2ccccc2C1 (configuration not stated)

Compound	49	50	51	52	53	54	55	56
CR mimetic SO	96	107	97	82	67	94	99	91
Fam108B inh	6	3	4	2	2	1	4	-8
EBNA-1 inhibitor	10	-6	3	-5	-16	9	-14	1
MEX-5 binding	-0.5	-1.2	4.1	0.4	0.6	-3.6	-0.3	-0.4
MCL1-BIM inh	3	-6	5	-7	0	11	-4	-2
Efflux pump inh	0.1	0.2	-0.2	-0.1	-0.1	-0.5	0.1	0.0
GLD-1 RNA inh	1	1	3	3	-1	6	1	-9
ZTA counter	13	5	-18	-8	-30	13	-16	11
Bcl-xL primary	8	2	8	5	0	12	4	-2

(57) O=C(CNCc1ccc(Cl)cc1)Nc1ccc(C(=O)N2CCCCC2)cc1
(58) O=C(CNS(=O)(=O)c1ccccc1)OCC(=O)c1ccc(F)cc1
(59) CCCn1c(/C=C/c2ccccc2)nc2ccccc21
(60) Cc1cc(C(=O)NNC(=O)c2ccc(Cl)cc2)no1

Compound	57	58	59	60
CR mimetic SO	102	99	99	92
Fam108B inh	0	-4	-1	3
EBNA-1 inhibitor	0	-17	2	4
MEX-5 binding	1.5	-1.0	-2.9	-3.5
MCL1-BIM inh	10	-9	0	-4
Efflux pump inh	0.0	0.6	-0.3	0.0
GLD-1 RNA inh	2	-7	-4	4
ZTA counter	-13	2	11	-3
Bcl-xL primary	8	-1	2	3
